Screens (PubChem)
GPR55 LPI antagonism = GPR55 antagonists blocking LPI-driven arrestin recruitment, primary screen, imaging, U2OS, beta-arrestin-GFP, LPI agonist (AID 2013) | U2OS GPR55 beta-arrestin-GFP translocation imaging, LPI antagonism; higher % means a stronger effect | inhibition, % at 10 µM; hits with a dose series show IC50 in µM | 290,000 tested, 0.13% active;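 active = spots per cell inhibited over 60%, with over 100 cells counted and total cytoplasm intensity under 500,000; inconclusive = wells with under 100 cells, flagged as likely toxic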;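 note: U2OS cells stably carrying GPR55 and arrestin-GFP stimulated by 5 µM LPI near EC80; imaged beta-arrestin-GFP aggregate spots per cell after agonist stimulation; plate controls were LPI-stimulated DMSO wells for no effect and DMSO wells without LPI for full effect; some results filed as inactive read as strong as hits; confirmed hits need IC50 under 10 µM and bright autofluorescent wells are also inconclusive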
KOR beta-arrestin-1 = KOR antagonists, beta-arrestin recruitment, cell-based, luminescence, uHTS (AID 1778). inhibition, % at 10 µM, or IC50 in µM where a hit was titrated. 290,000 tested, 0.091% active. KOR beta-arrestin recruitment, luminescence, antagonist mode; higher % means a stronger effect; in the data active = inhibition above about 50%; note: strong numbers were not always called active
KOR beta-arrestin-2 = kappa opioid receptor activators – cell-based, luminescence, uHTS, primary screen (AID 1777); KOR beta-arrestin recruitment, luminescence; higher % means a stronger effect; 280,000 tested, 0.02% active; one-dose activation, % at 10 µM; EC50 in µM for titrated hits; in the data active = activation above about 50%, passing the limit was not always enough; note: a part of the inactive calls stands beside numbers as strong as those of hits
Siah-1 displacement = Siah-1 peptide-binding antagonists, primary screen, biochemical, fluorescence polarization, rhodamine-plectin, uHTS (AID 1817); Siah-1 / rhodamine-plectin peptide fluorescence polarization; higher % means a stronger effect; one-dose displacement, % at 20 µM; IC50 in µM for titrated hits; 290,000 tested, 0.02% active;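 active = displacement of at least 50% at 20 µM, with a fluorescence ratio check between 0.3 and a set limit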;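 note: plate controls were Siah plus tracer with DMSO for no effect and tracer alone without Siah for full effect; strong numbers were not always called active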
GPR35 arrestin U2OS = inhibition of zaprinast-stimulated GPR35 beta-arrestin translocation – imaging, U2OS, beta-arrestin-GFP, zaprinast agonist, primary screen (AID 2058); U2OS GPR35 beta-arrestin-GFP translocation imaging, zaprinast antagonism; higher % means a stronger effect; inhibition, % at 10 µM; hits with a dose series show IC50 in µM; 290,000 tested, 0.052% active;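 active = inhibition of at least 50% with at least 30 cells and total cytoplasm GFP at most 10,000,000; inconclusive = under 30 cells or total GFP of 10,000,000 plus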
NOD1 inhibition = inhibition of NOD1-driven NF-kB reporter – cell-based, luminescence, uHTS, primary screen (AID 1578); NOD1-driven NF-kB luciferase reporter cells, luminescence; higher % means a stronger effect; one-dose inhibition, % at 4 µM; EC50 in µM for titrated hits; 290,000 tested, 1% active; in the data active = inhibition mostly above about 36%, no sharp cut-off; inactive = mostly below about 34%;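 note: HEK-293T reporter cells stimulated with the NOD1 agonist gamma-tri-DAP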
HIV fusion peptide = inhibitors of HIV fusion peptide binding, primary screen, biochemical, uHTS, fluorescence dequenching (AID 1986). cell-free peptide binding, fluorescence dequenching, 30 min; higher % means a stronger effect. inhibition, % at 20 µM, or IC50 in µM where a hit was titrated. 290,000 tested, 0.3% active; in the data active = inhibition mostly above about 52%, no sharp cut-off; inactive = mostly below about 76%; note: some results filed as inactive read as strong as hits
AID2073 = disruptors of CaV2.2 binding to Mint1 – biochemical, HTRF (AID 2073); 290,000 tested, 0.19% active; inhibition, % at 20 µM, or IC50 in µM where a hit was titrated; HTRF protein-protein interaction, Mint1-CaV2.2; higher % means a stronger effect; in the data active = inhibition mostly above about 51%, no sharp cut-off; inconclusive = no clear call, values can overlap the other calls; inactive = mostly below about 53%; note: some results filed as inactive read as strong as hits
GPR55 beta-arrestin = GPR55 agonists via beta-arrestin recruitment, primary screen, imaging, U2OS cells, beta-arrestin-GFP redistribution (AID 1961); U2OS GPR55 beta-arrestin-GFP redistribution imaging; higher % means a stronger effect; 290,000 tested, 0.048% active; activation, % at 10 µM; hits with a dose series show EC50 in µM;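 active = activation above 40% with more than 50 cells counted in the well; inconclusive = wells holding fewer than 50 cells, flagged as toxic or sparse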;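 note: U2OS osteosarcoma cells stably expressing GPR55 and beta-arrestin-GFP; plate controls were DMSO negative control for no effect and LPI positive control for full effect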
Starred values were filed as active, the others as inactive; ? = inconclusive; . = no result given; [ ] = remark or other dose. The list is partial; count on the stated rates, not on these rows.

Under each structure – GPR55 LPI antagonism | KOR beta-arrestin-1 | KOR beta-arrestin-2 | Siah-1 displacement | GPR35 arrestin U2OS | NOD1 inhibition | HIV fusion peptide | AID2073 | GPR55 beta-arrestin
> CC(=O)N(C)c1ccc(NC(=O)C(F)(F)F)cc1
  -1.1% | -25.8% | 0.2% | 4.3% | 1.4% | -43.0% | -0.5% | 26.8% | -0.4%
> CCOC(=O)c1oc2cccc(OC(C)=O)c2c1C
  -7.6% | -45.6% | -8.6% | -0.9% | -5.2% | -62.3% | 0.5% | 1.6% | -0.3%
> FC(F)(F)COc1cc(-c2nnc(SCc3ccccc3)n2Cc2ccco2)cc(OCC(F)(F)F)n1
  -2.4% | 39.6% | -0.9% | 2.4% | -18.0% | -13.8% | -1.0% | 15.5% | 29.8%
> CCN(Cc1ccccc1)C(=O)CCS(=O)(=O)c1ccc2c(c1)oc(=O)n2C
  8.6% | 8.1% | 4.2% | -8.1% | 2.9% | -1.9% | -1.0% | 19.4% | -0.2%
> COc1ccc(C(C)=O)cc1COC(=O)Cn1cnc2ccccc2c1=O
  -5.6% | -21.6% | 20.4% | 8.1% | 5.1% | -24.9% | 0.5% | ? | 0.2%
> O=C(Oc1oc(-c2ccco2)nc1C=Nc1ccc(Cl)cc1)c1ccco1
  6.8% | -36.1% | 0.8% | -2.2% | -0.2% | 8.8% | -0.6% | -8.7% | 0.0%
> Cc1cc2c(cc1S(=O)(=O)CCC(=O)NCCc1ccccc1)OCC(=O)N2
  10.1% | 9.5%[20 µM] | -7.6% | 2.1% | -5.6% | -6.9% | -0.5% | -5.3% | 0.7%
> CCc1ccc(NC(=O)C(C)Sc2nc(-c3ccco3)c(C#N)c(=O)[nH]2)cc1 (configuration not stated)
  -8.8% | -31.4% | 2.7% | -0.4% | -0.9% | 25.2% | 36.4% | 6.7% | -0.2%
> Cc1ccc(C2C(=O)N(C3CCC(C)CC3)CC(=O)N2C2CCCC2)cc1 (configuration not stated)
  -4.2% | 21.0% | -3.2% | 0.9% | -4.7% | -12.3% | 0.7% | 9.6% | 0.2%
> CCC(=O)Nc1ccc(OCc2nnc3c4ccccc4c(C)nn23)cc1
  -15.9% | -51.4%[20 µM] | . | -5.0% | -18.0% | -27.9% | -0.9% | -3.5% | 0.4%
> CC(C)N(Cc1cc2ccccc2[nH]c1=O)C(=O)c1cccnc1
  2.2% | -7.6% | -4.8% | 2.8% | -1.5% | -0.3% | -3.5% | -7.5% | -0.2%
> Cc1ccc(S(=O)(=O)NCC(=O)N(CC(=O)NCc2ccco2)Cc2ccco2)cc1
  5.7% | 7.6%[20 µM] | -2.2% | -5.8% | 4.9% | -26.4% | 4.4% | -12.4% | 0.1%
> O=C(N/C(=C\c1cccnc1)c1nc2ccccc2[nH]1)c1cccc(Br)c1
  -8.0% | -1.0% | 27.4% | 5.5% | 0.6% | -2.5% | -1.6% | 0.6% | 0.5%
> CCN(CC)C(=O)CSc1nnc(CNc2ccc(F)cc2)o1
  -1.2% | -1.5% | 3.2% | 7.6% | -1.8% | 10.7% | -1.6% | -4.8% | -0.2%
> CN(C)CCNC(=S)NC1CCCCC1
  -0.5% | -38.3% | -4.4% | 8.8% | 5.4% | -31.6% | -0.1% | 1.3% | 0.6%
> CC1CCCN(C(=O)COc2ccc3c(c2)OCO3)C1 (configuration not stated)
  -0.2% | -6.8% | 0.4% | 1.0% | 3.2% | -8.6% | 0.9% | 18.8% | -0.1%
> COCCNC(=O)CN1C(=O)NC2(CCOc3ccccc32)C1=O (configuration not stated)
  6.1% | 0.8% | -6.3% | -10.3% | 5.8% | -4.3% | -2.2% | 9.6% | -0.2%
> CC(C)c1ccc(NC(=O)C2CCN(C(=O)[C@@H]3Cc4ccccc4CN3)CC2)cc1
  -14.9% | -19.7% | 7.7% | -8.6% | 7.2% | 22.3% | 0.6% | 2.4% | -0.1%
> CC(C)(C)c1ccc(OCC(=O)NNC(=S)NC(=O)c2ccco2)c(Br)c1
  -3.7% | 5.1% | 3.8% | -7.4% | 8.3% | -23.3% | 5.1% | -23.9% | -0.2%
> c1ccc(-c2ccc(C3=Nn4c(Cn5nnc6ccccc65)nnc4SC3)cc2)cc1
  7.3% | -1.6% | -0.3% | 0.4% | -15.2% | 7.9% | 2.1% | -24.9% | -0.1%
> Cc1ccccc1CNCc1ccc2c(c1)OCO2
  4.6% | -4.8% | 3.9% | 0.8% | -8.6% | -17.0% | 2.7% | -7.5% | -0.1%
> O=C(Nc1ccccc1)c1c2c(nc3ccccc13)CCCC2
  10.1% | -4.9% | 4.2% | -2.7% | -1.4% | -15.4% | -0.2% | -13.5% | 0.3%
> CCCN(CCC)Cc1c(C(=O)N/N=C/c2c[nH]c3ccccc23)nnn1-c1nonc1N
  8.7% | 9.7% | -4.1% | 8.3% | 0.5% | -16.3% | -1.7% | 4.3% | 0.905µM*
> COc1ccccc1Nc1nc(N)nc(CN2CCN(Cc3ccccc3)CC2)n1
  2.1% | -18.1% | . | 0.8% | 10.4% | -1.3% | 3.6% | -4.9% | -0.3%
> COC(=O)c1ccc(NC(=O)C2CC(=O)N(c3cc(C)ccc3C)C2)cc1 (configuration not stated)
  -7.8% | 20.3% | -1.6% | -6.1% | -21.3% | -26.0% | -0.6% | -9.1% | 0.5%
> N#CC(C#N)=Cc1cccn1-c1ccc(S(N)(=O)=O)cc1
  -2.7% | 20.1% | -5.3% | -2.0% | 8.7% | -11.7% | -0.5% | -6.4% | -0.6%
> O=C(O)/C=C\C(=O)Nc1ccc(N2CCN(c3cccc(Cl)c3)CC2)cc1
  -9.4% | -30.7%[20 µM] | -5.6% | 1.2% | 13.4% | -27.4% | 0.1% | -2.7% | 0.5%
> COc1ccc(CCc2nnc(CCC(=O)NCc3cnc4ccccn34)o2)cc1
  3.1% | -16.5%[20 µM] | . | -0.3% | -5.2% | -30.6% | 1.6% | 1.3% | -0.1%
> Cc1ccc(-n2nc3c(=O)n(CC(=O)NCc4ccc(C)o4)nc(C)c3c2C)cc1
  -5.8% | -12.2% | -6.1% | -0.2% | 11.3% | 15.2% | -1.7% | 1.6% | 0.3%
> CC(C)C(=O)Nc1nnc(S(=O)(=O)N2c3ccccc3CC2C)s1 (configuration not stated)
  3.0% | -3.0%[20 µM] | -4.6% | -3.7% | -12.0% | -45.0% | 4.0% | 1.9% | -0.1%
> Cc1c(NS(=O)(=O)c2ccc(N(C)C3CCCCC3)c([N+](=O)[O-])c2)c(=O)n(-c2ccccc2)n1C
  -4.9% | -10.9% | 4.3% | 1.3% | -1.5% | -8.0% | -2.0% | 9.2% | 0.0%
> Cc1ccc(N(C(=O)Cc2cccs2)C(C(=O)NC2CCCC2)c2ccncc2)cc1 (configuration not stated)
  -1.9% | 10.4%[20 µM] | -3.0% | -5.5% | 9.0% | 16.0% | -0.1% | 3.2% | -0.2%
> Cc1cc(-c2ccccc2)c2c(=O)[nH][nH]c2n1
  4.0% | -13.3% | 1.9% | -1.9% | -9.3% | -20.5% | -1.4% | 5.6% | 1.4%
> CN(C)N1C(N)=C(C#N)C(c2cccs2)C2=C1CC(C)(C)CC2=O (configuration not stated)
  -1.6% | 22.5% | -4.5% | -9.0% | 10.7% | -18.8% | -0.7% | -2.6% | -0.4%
> COC(=O)c1ccc2nc(NC(=O)C3CC3)sc2c1
  7.5% | -11.8% | 0.5% | -2.1% | 3.8% | -28.9% | 1.6% | -11.1% | -0.2%
> Cc1[nH]c(=O)[nH]c(=O)c1N(C)C
  -6.5% | -26.2% | 3.2% | 5.8% | 6.2% | -20.2% | 1.3% | 19.4% | 0.5%
> CC(C)(C)c1cc(C(=O)N/N=C/c2ccc(O)cc2)n(-c2ccccc2)n1
  12.7% | -6.3% | 3.6% | 6.7% | 5.7% | -29.9% | -1.5% | 9.7% | -0.3%
> O=S(=O)(Nc1ccc(S(=O)(=O)Nc2ncccn2)cc1)c1ccccc1
  -0.4% | -5.2% | 1.0% | 0.3% | -10.9% | -31.4% | 1.0% | 8.3% | 0.5%
> O=C(NCC(=O)N(c1cccnc1)C(C(=O)NC1CCCC1)c1cccs1)c1ccco1 (configuration not stated)
  13.6% | 0.4% | -3.5% | 0.1% | 2.8% | -6.3% | -1.8% | 15.9% | -0.1%
> COc1ccc(NC2=C(NC(C)=O)C(=O)c3ccccc3C2=O)cc1
  0.8% | 1.5% | -7.7% | -5.2% | 14.5% | -3.1% | -1.5% | 1.9% | 0.6%
> COc1cccc(C2CC(c3ccc(C)cc3)n3ncnc3N2)c1 (configuration not stated)
  -1.4% | -14.3% | 0.0% | 0.9% | -3.5% | -33.6% | -2.4% | 16.6% | 0.2%
> C=CCNC(=O)c1c(O)c2cccc3c2n(c1=O)CCC3
  -0.4% | -3.2%[20 µM] | -1.9% | 0.5% | 0.3% | -8.2% | 4.0% | 5.9% | 0.2%
> O=C(CCCSc1nc2ccccc2[nH]1)N1CCN(c2ccc([N+](=O)[O-])cc2)CC1
  7.2% | -18.3% | 0.7% | 2.9% | -8.4% | 3.6% | 0.3% | 4.1% | 0.0%
> Oc1ccc(/C=N\Nc2nncc(-c3ccccc3)n2)cc1
  6.3% | -12.1% | 2.5% | -8.1% | 1.6% | 59.3%* | -1.3% | 4.8% | -0.1%
> COC(=O)c1ccccc1N=Nc1c(N)[nH][nH]c1=O
  8.9% | . | 1.9% | -4.7% | 9.0% | -1.3% | -3.9% | -14.6% | -0.1%
> COC(=O)c1cnn(C(=O)c2ccccc2Br)c1N
  -16.3% | 4.9% | -0.7% | 3.8% | 6.7% | -9.5% | -3.1% | -0.8% | -0.2%
> O=C(Nc1ccccc1O)c1csc2c1CCCC2
  1.7% | -16.4%[20 µM] | . | 12.5% | 5.9% | -29.0% | -1.7% | 9.5% | -0.1%
> CC(/C=C/c1ccccc1)=N\NC(=O)C1CC1(C)c1ccccc1 (configuration not stated)
  -3.2% | 21.8% | -3.6% | 3.9% | 14.6% | -30.0% | -1.1% | -1.7% | 0.5%
> CCOC(=O)CCNCc1ccc(F)cc1
  6.4% | -3.9% | 0.1% | 5.7% | -6.6% | -24.9% | -1.1% | -7.2% | -0.3%
> CCN(CC(=O)NCc1ccncc1)S(=O)(=O)c1ccccc1
  3.0% | 6.4% | -7.4% | -6.2% | -5.2% | -8.2% | -0.8% | -1.3% | -0.2%
> COc1ccc(C(CC(=O)NCCCN2CCOCC2)NS(=O)(=O)c2ccc(C)cc2)cc1 (configuration not stated)
  -6.3% | -21.2% | 4.2% | -1.0% | -8.5% | 3.2% | -0.9% | ? | -0.2%
> O=C(CO/N=C/c1ccc2c(c1)OCO2)Nc1cccc(Br)c1
  12.1% | -43.0% | 1.6% | -3.3% | 14.7% | -1.6% | -0.1% | 19.3% | 0.5%
